Screening results (PubChem BioAssay)
PV pol inh = poliovirus RNA polymerase inhibition. P03300. poliovirus polymerase elongation, fluorescence polarization; hits give low values. % elongation, % (compound at 16.7 µg/mL). hit rate 0.66% among 150,000; in the data active means % elongation below about 90%; further: some results filed as inactive read as strong as hits
Target sequence (P03300 1749-2209 limits assumed): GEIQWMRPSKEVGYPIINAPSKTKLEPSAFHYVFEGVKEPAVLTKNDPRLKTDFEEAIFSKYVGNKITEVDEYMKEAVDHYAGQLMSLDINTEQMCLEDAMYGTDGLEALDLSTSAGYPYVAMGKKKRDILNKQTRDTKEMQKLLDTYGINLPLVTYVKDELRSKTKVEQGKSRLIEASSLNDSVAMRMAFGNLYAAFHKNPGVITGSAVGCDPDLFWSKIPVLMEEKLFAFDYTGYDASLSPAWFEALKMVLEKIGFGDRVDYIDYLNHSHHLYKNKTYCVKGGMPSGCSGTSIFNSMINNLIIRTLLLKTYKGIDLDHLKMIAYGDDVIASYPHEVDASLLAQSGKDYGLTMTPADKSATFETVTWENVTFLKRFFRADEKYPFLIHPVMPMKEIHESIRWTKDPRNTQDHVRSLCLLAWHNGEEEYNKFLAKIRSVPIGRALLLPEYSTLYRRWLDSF
PV pol inh FP z-score = also measured in PV pol inh; calls as there; z-score; measured here: FP z-score; hits read low
The depositor's hits bear a star; & = joins results of further samples. Some of the compounds tested; count on the stated rates, not on these rows.

SMILES | PV pol inh | PV pol inh FP z-score
FC(F)(F)c1nc2ccc(Oc3ccc4nc(C(F)(F)F)[nH]c4c3)cc2[nH]1 | 104.0 | 0.5
Nn1c(Cc2ccccc2F)nnc1SCc1cc(=O)n2ccsc2n1 | 101.0 | -0.5
Clc1ccc(C2=CC(c3ccccc3)n3ncnc3N2)cc1 (configuration not stated) | 105.0 | 0.3
N#Cc1cccc(C#N)c1-n1cccc1 | 103.0 | 0.4
COCc1cc(C)nc2n[nH]c(N)c12 | 106.0 | 0.3
CN(C)C(=O)Nc1cnc2ccccc2c1 | 103.0 | 0.6
Cc1ccc(C)c(NC(=O)Cn2c(=O)n(Cc3ccc4c(c3)OCO4)c(=O)c3oc4ccccc4c32)c1 | 109.0 | 0.4
Cc1cc(C)c(NC(=O)C2CCCN(S(=O)(=O)c3c(C)noc3C)C2)c(C)c1 (configuration not stated) | 106.0 | -0.3
O=C(O)c1ccc(C(F)(F)F)cc1 | 101.0 | -0.3
CCCCN(C)CCCNC(=O)CN1C(=O)COc2ccc(S(=O)(=O)N3CCC(C)CC3)cc21 | 106.0 | 0.6
N#Cc1ccc(C(=O)N2CCCSC2=NCCc2ccccc2)cc1 | 99.0 | -0.6
CNC(=O)Nc1ccc(C(=O)O)cc1 | 102.0 | 0.7
CCc1ccc(NC(=O)C2CCCN(S(=O)(=O)c3cccc4cccnc34)C2)cc1 (configuration not stated) | 105.0 | 0.1
COCC(C)n1c(C)cc(C(=O)COC(=O)c2cc(-c3ccco3)nc3ccccc23)c1C (configuration not stated) | 102.0 | -0.1
CCOc1ccc(CNCCSc2nnnn2C)cc1 | 104.0 | -0.2
CC1(C)Oc2ccc(NC(=O)C3(c4ccccc4)CCCC3)cc2O1 | 104.0 | 0.1
FC(F)(F)c1ccc(-c2noc(CN3CCCC3)n2)cc1 | 103.0 | 0.2
CCC(Sc1nc(N)cc(=O)[nH]1)C(=O)NC(C)c1ccccc1 (configuration not stated) | 103.0 | 0.5
Cc1ccc(C)c(N2CCN(C(=O)c3cc4c(=O)n(Cc5cccs5)ccc4nc3C)CC2)c1 | 107.0 | 0.2
FC(F)(F)c1ccc2c(c1)[nH]c(=S)n2C1CC1 | 96.0 | -2.6

Overlap with the part before: 2 compounds, followed by the next part.
SMILES | PV pol inh | PV pol inh FP z-score
Cc1ccc(C)c(N2CCN(C(=O)c3cc4c(=O)n(Cc5cccs5)ccc4nc3C)CC2)c1 | 107.0 | 0.2
FC(F)(F)c1ccc2c(c1)[nH]c(=S)n2C1CC1 | 96.0 | -2.6
Cc1ccc2nc(-c3cccc(NC(=O)CSc4ccc(Cl)cc4)c3)oc2c1 | 108.0 | 1
O=C(OCC(=O)N1CCCC1)c1ccc(Oc2ccccc2)cc1 | 104.0 | 1.2
CCOC(=O)CNc1nc(C(C)(C)C)nc2c1nnn2Cc1ccccc1 | 104.0 | 0.8
COc1ccc(-n2c(SCCC(C)C)nc3sc4c(c3c2=O)CC(C(C)C)OC4)cc1 (configuration not stated) | 104.0 | -0.1
O=C(CCn1cnnn1)Nc1ccc(F)cc1 | 106.0 | 0.4
COc1cc(OC)c2ccc(=O)oc2c1 | 98.0 | -0.3
CCCCCCCCCCCCCCCC(=O)OC/C=C(C)/C=C/C=C(C)/C=C/C1=C(C)CCCC1(C)C | 99.0 | 0
COC(=O)CCCc1cccs1 | 102.0 | -0.1
O=C(Nc1ccccc1)OCc1cc(-c2ccc(Cl)cc2)oc1C(F)(F)F | 98.0 | -1.4
CCCN=CC1=C(O)CC(c2ccccc2)CC1=O (configuration not stated) | 102.0 | 0
CCOC(=O)Cn1nnnc1C(C(C)C)N(Cc1ccc(F)cc1)Cc1cc2cc3c(cc2[nH]c1=O)OCO3 (configuration not stated) | 99.0 | -0.8
COC(=O)CCNc1ccc(OC)cc1 | 100.0 | -0.5
CC1NC(=S)N(C2CC2)C1=O (configuration not stated) | 105.0 | 0.2
CN(C)c1ccc(C(CN)c2c[nH]c3ccccc23)cc1 (configuration not stated) | 102.0 | 0.2
COc1ccc(Cn2c(CO)cnc2SCc2cccc(C)c2)cc1 | 110.0 | 0.9
CCN(CC)S(=O)(=O)c1cc(Br)ccc1OC | 100.0 | 0
CCOC(=O)C1CCCN(c2nc3c(S(=O)(=O)c4ccc(CC)cc4)nnn3c3ccc(Cl)cc23)C1 (configuration not stated) | 106.0 | 0.5
CCOC(=O)c1ccc(N2CCN(c3cc(Cl)ccc3C)CC2)c(NC(=O)Nc2cccc(OC)c2)c1 | 114.0 | 1
COc1ccc(-n2nc3ccc(NC(=O)COc4ccc(C)c(C)c4)cc3n2)cc1 | 100.0 | -0.9
Cc1ccc(C(=O)N/C(=C/c2ccco2)C(=O)Nc2ccc(C(=O)O)cc2)cc1 | 102.0 | 0.7

In a second layout: 5 of the compounds above
smiles	PV pol inh	PV pol inh FP z-score
CC1NC(=S)N(C2CC2)C1=O (configuration not stated)	105.0	0.2
CN(C)c1ccc(C(CN)c2c[nH]c3ccccc23)cc1 (configuration not stated)	102.0	0.2
COc1ccc(Cn2c(CO)cnc2SCc2cccc(C)c2)cc1	110.0	0.9
CCN(CC)S(=O)(=O)c1cc(Br)ccc1OC	100.0	0
CCOC(=O)C1CCCN(c2nc3c(S(=O)(=O)c4ccc(CC)cc4)nnn3c3ccc(Cl)cc23)C1 (configuration not stated)	106.0	0.5

The listing continues:
SMILES | PV pol inh | PV pol inh FP z-score
CCOc1ccccc1CNC(=O)c1cnc2sc(N3CCOCC3)nn2c1=O | 101.0 | -0.4
COc1cc(Nc2nc(SCC(=O)c3ccc(Cl)c(Cl)c3)nc3ccccc23)cc(OC)c1 | 111.0 | 1.3
CN(C(=O)COC(=O)c1ccc(CN2CCCC2=O)cc1)c1ccccc1 | 100.0 | -0.1
c1ccc(NCC2COc3ccccc3O2)nc1 (configuration not stated) | 99.0 | -0.6
Cc1cccc(N(C)C(=S)Oc2ccc3ccccc3c2)c1 | 102.0&100.0 | 0.5&0.1
CC(=O)NC1C(=O)N=C(SCC(=O)Nc2cccc(Cl)c2)NC1=O (configuration not stated) | 99.0 | -0.6
CSC1=NCCN1C(=O)c1ccc(Br)cc1 | 102.0 | 0.6
CCC(C)NC(=O)Cn1ncc2c1-c1ccccc1OC2 (configuration not stated) | 100.0 | -0.1
COc1ccc(-c2nnc3sc(NC(=O)C(C)C)nn23)cc1 | 102.0 | 0.4
CCOC(=O)c1c(C)[nH]c(CCC(=O)NCCCN2CCN(c3cc(Cl)ccc3C)CC2)c1C | 111.0 | 0.6

Single records (already shown). Order of values: PV pol inh | PV pol inh FP z-score
Cc1ccc(C)c(NC(=O)Cn2c(=O)n(Cc3ccc4c(c3)OCO4)c(=O)c3oc4ccccc4c32)c1 as listed: 109.0 | 0.4
COCC(C)n1c(C)cc(C(=O)COC(=O)c2cc(-c3ccco3)nc3ccccc23)c1C (configuration not stated) as listed: 102.0 | -0.1
COc1ccc(-c2nnc3sc(NC(=O)C(C)C)nn23)cc1 as listed: 102.0 | 0.4
CCCN=CC1=C(O)CC(c2ccccc2)CC1=O (configuration not stated) as listed: 102.0 | 0
Cc1ccc(C)c(N2CCN(C(=O)c3cc4c(=O)n(Cc5cccs5)ccc4nc3C)CC2)c1 as listed: 107.0 | 0.2

(list continues)
SMILES | PV pol inh | PV pol inh FP z-score
COc1ccc2oc(=O)cc(CN3CCN(c4ccc(F)cc4)CC3)c2c1 | 102.0 | -1.4
Clc1cccc(OCc2nc3ccccc3o2)c1Cl | 99.0 | -0.3
CCN(CCCNC(=O)CSc1cc(=O)n(C)c2cc(Cl)ccc12)c1cccc(C)c1 | 103.0 | -0.1
CCOc1ccc(/C=C(\C#N)c2nc(-c3cc4ccccc4oc3=O)cs2)c(OCC)c1 | 101.0 | -0.3
O=C(COC(=O)Cc1cccs1)Nc1ccc(F)c(F)c1F | 102.0 | -0.1
COc1cc(NC(=O)C2CCN(S(=O)(=O)c3ccc4c(c3)oc(=O)n4C)CC2)cc(OC)c1 | 110.0 | 0.5
Cc1ccc(CSc2nc3ccccc3c(=O)n2Cc2ccccc2)cc1 | 105.0 | 0.8
O=S(=O)(NC1=NCCC1)c1cccs1 | 101.0 | -0.1
Cc1nn(CC(=O)NC2CCCc3ccccc32)c(=O)c2cc3occc3n12 (configuration not stated) | 96.0 | -2.1
CC(C)CNC(=O)c1ccc(Br)o1 | 104.0 | 0.1
COc1cccc(NC(=O)CN2C=NS(=O)(=O)c3ccccc32)c1 | 100.0 | -1.5
CC(=O)Nc1sc(C)c(C)c1C(=O)O | 99.0 | -0.3
Cc1cc(-c2c(O)c3ccccc3n(C)c2=O)no1 | 101.0 | -0.2
c1ccc(C2Oc3ccccc3C3CC(c4ccco4)=NN32)cc1 (configuration not stated) | 119.0 | 3.7
CC(Sc1nnc(-c2ccccc2)o1)C(=O)NCCC1=CCCCC1 (configuration not stated) | 106.0 | 0.4
Cc1c(Cl)cccc1NC(=O)CC1Oc2ccccc2NC1=O (configuration not stated) | 107.0 | 0.8
O=c1c2ccccc2nc2n1CCN2Cc1ccccc1 | 104.0 | 0
COc1ccc(-c2cc3ccc(O)c(CN4CCOCC4)c3oc2=O)cc1OC | 104.0 | -0.8
Cc1ccc(Cl)cc1-n1ncc2c(NCCC3=CCCCC3)ncnc21 | 103.0 | -0.7
O=C1CC2(CCCC2)C(=O)N1CCc1cccs1 | 105.0 | 0
Cc1cc(C)cc(NC(=O)N2CCC(NC(=O)C3CCCCC3)CC2)c1 | 102.0 | -0.1
C=CCN1C(=O)c2ccc(C(=O)Nc3ccc(F)cc3)cc2C1=O | 100.0 | -0.3
COC(=O)C1=C(NC(=O)c2ccccc2F)CCS1 | 100.0 | -0.1
Cc1cc(Br)ccc1NC(=O)c1cc2c(s1)-c1ccccc1OC2 | 102.0 | 0
Cc1nn(-c2ccccc2)c(C)c1CCC(=O)OCc1ccc(C#N)cc1 | 101.0 | -0.2
CCOc1ccc(-c2cc(C(=O)N3CCOCC3)c3c(-c4ccc(C)cc4)[nH]nc3n2)cc1 | 103.0 | 0.8
CC(=O)SCCC(=O)N1C(C)CCCC1C(=O)O (configuration not stated) | 101.0 | -0.1
COc1ccc(C2CC(SCC(=O)Nc3ccccc3)=Nc3ncnn32)cc1 (configuration not stated) | 100.0 | -0.2
O=C(NCc1ccccc1)C1Sc2nnc(-c3ccccc3)n2NC1c1ccc(F)cc1 (configuration not stated) | 104.0 | 0.4
COc1cc(/C=N/n2c(C)nc3c(ncn3-c3ccccc3)c2=O)cc(OC)c1OC | 104.0 | 0.1
CCc1ccc2nc(N(Cc3cccnc3)C(C)=O)sc2c1 | 109.0 | 0.4
CC1(C(=O)O)CCC(c2nc3c4ccccc4ncn3n2)C1(C)C (configuration not stated) | 99.0 | -0.3
Cc1cc(C)c(S(=O)(=O)NCC(c2ccco2)N2CCN(c3ccccc3)CC2)c(C)c1 (configuration not stated) | 114.0 | 1.5
CC(=O)Nc1ccc(C(=O)COc2ccc(-c3nnco3)cc2)cc1 | 109.0 | 0.9
CN1C(C(=O)Nc2ccc(F)cc2F)=CC(c2cccs2)=NS1(=O)=O | 106.0 | -0.2
COc1ccc(C)cc1NC(=O)CSc1nc(=O)n(Cc2ccco2)c2c1CCC2 | 108.0 | 0.4
COC(=O)CNC(=O)c1cc2c(=O)oc3ccccc3c2s1 | 103.0 | 0.7
COc1ccccc1Cn1c(CNS(=O)(=O)c2ccc(Cl)s2)nc2cccnc21 | 109.0 | 0.3
CN(C)C(CNC(=O)Cn1cnc2ccccc2c1=O)c1ccccc1 (configuration not stated) | 103.0 | 0.1
Cc1cccc(Nc2nnc(SCC(=O)Nc3cc(Cl)ccc3C#N)s2)c1 | 104.0 | 0.3
O=c1c2ccccc2nc2n1CCS2 | 104.0 | 0.5
O=C(O)CCc1ccc(-c2ccccc2)n1Cc1ccco1 | 101.0 | -0.4
CCCCNC(=O)c1cc(=O)[nH]c2ccc(S(=O)(=O)N3CCC(C)CC3)cc12 | 99.0 | -0.3
CCc1nn(C(C)C(=O)N2CCN(c3cccc(C(F)(F)F)c3)CC2)c(=O)c2cc3occc3n12 (configuration not stated) | 101.0 | -0.9
CN(C(=O)/C=C/c1cccs1)c1ccccc1 | 99.0 | -0.3
Cc1ccc(N2C(=O)C3ON(c4ccccc4)C(c4ccco4)C3C2=O)cc1 (configuration not stated) | 102.0 | 0.1
CCOc1ccc(S(=O)(=O)Nc2cccc(C)c2)c2cccnc12 | 100.0 | -1.3
Cn1c(=NC(=O)C2CC(=O)N(c3ccc4c(c3)OCCO4)C2)sc2ccccc21 (configuration not stated) | 99.0 | -0.3
COCCCNC(=O)Cn1c(=O)nc(-c2ccccc2)c2ccccc21 | 107.0 | 0.3
COc1ccc(C#N)cc1 | 105.0 | 0.4

(continued)
SMILES | PV pol inh | PV pol inh FP z-score
CC1(C)CC(=O)C2=C(C1)Nc1ccccc1N(C(=S)Nc1cccc(Cl)c1)C2c1ccco1 (configuration not stated) | 97.0 | -0.3
COc1ccc(N2CCN(C(=O)c3c4c(nc5ccccc35)C(=O)N(C3CCCCC3)C4)CC2)cc1 | 107.0 | 0.2
Cc1cccc(-c2nc(C#N)c(NCC(C)C)o2)c1 | 101.0 | 0.2
O=C1Nc2ccc(S(=O)(=O)N3CCCC3)c3cccc1c23 | 103.0 | 0.2
c1ccc(-c2csc(NC3CCCCC3)n2)cc1 | 84.0* | -2.1*
CN(C)c1ccc(NC(=O)c2c3c(nc4ccccc24)CCCC3)cc1 | 100.0 | -0.4
O=C(O)c1c(CN2CCN(c3ccccc3)CC2)c(O)c2ccccc2c1O | 86.0* | -1.9*
CCOC(=O)/C=C(\C)Nc1cccc(N/C(C)=C/C(=O)OCC)c1C | 103.0 | -0.1
CCCNC(=O)C12CC3CC(C1)CC(C(=O)NCCC)(C3)C2 | 104.0 | 1.1
O=c1cc(-c2ccccc2)nc(N2CCc3ccccc32)[nH]1 | 100.0 | -0.6
O=C(NC1CCCCC1)Oc1cc2oc(=O)sc2cc1Cl | 98.0 | -1.2
COCCNC(=O)c1ccc(CN2CCOCC2)cc1 | 102.0 | 0.1
